# Eya2 phos inh: inhibitors of human Eya2 phosphatase activity. O00167. recombinant Eya2, OMFP fluorescence dephosphorylation (OMFP is methylfluorescein phosphate). Potency, µM (doses to about 76.9 µM), without a hit: at the highest dose activity, negative = inhibition, hits mostly inhibitors. hit rate 0.006% among 330,000. AID 488837; note: potency is the fitted concentration of half-maximal effect; % is set by controls: 0 for no effect and ±100 for the full control effect
#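 Eya2 (0.2 uM) preincubated 10 min at ambient with compound, then OMFP substrate added at 50 uM; 10 min reaction in 50 mM HEPES pH 7.5, 50 mM NaCl, 5 uM MgCl2, 0.05% BSA, 1 mM DTT. Fluorescence read at Ex 485/Em 525 nm.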
# Menin-MLL TR inh: displaces Texas Red mutant MLL peptide from human menin; Menin + Texas Red MLL mutant peptide, fluorescence polarization; O00255; hit rate 0.23% among 270,000; Potency, µM (top dose mostly 61.6 µM), for inactives: at the highest dose FP activity change, negative = inhibition, most hits filed as inhibitors; active = well fitted inhibition curve with a large enough effect in the polarisation, with a control signal flat, not every such curve was filed as active; inconclusive = small, poorly fitted or top-dose-only effect, or effect the other way, or a change in a side signal; inactive = no such curve, though single readings can be large or run the other way; the % refers to the polarisation; note: potency is the fitted concentration of half-maximal effect; % of control where 0% means no effect; many of its hits are not listed in these tables
# ASM inhibitor: inhibitors of human secretory acid sphingomyelinase; placental ASM, HMU-PC fluorogenic substrate, 60 min; Potency, µM (highest dose often 57.5 µM), without a hit: top-dose activity change, negative = inhibition, hits mostly inhibitors; hit rate 0.006% among 340,000; AID 504937; note: potency is the fitted concentration of half-maximal effect
#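 Fluorogenic HMU-PC substrate (9 uM final) is turned over by placental ASM in 60 min at 37 C after a 10 min compound preincubation. Reaction ended by alkaline stop (pH 10), with fluorescence read at 386/447 nm.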
# MBNL1 CUG block: blocks human MBNL1 binding to CUG repeat RNA. hit rate 0.036% among 280,000. Q9NR56. Potency, µM (titrated, usually from 57.5 µM), inactives show at the top dose activity change, negative = inhibition, hits mostly inhibitors. TR-FRET MBNL1-His/biotin-(CUG)12 binding, 665/545 ratio; active = well fitted inhibition curve with a large enough effect in the signal ratio, with a control signal flat, not every such curve was filed as active; inconclusive = small, poorly fitted or top-dose-only effect, or effect the other way, or a change in a side signal; inactive = no such curve, though single readings can be large or run the other way; the % refers to the signal ratio; note: potency is the fitted concentration of half-maximal effect; % is set by controls: 0 for no effect and ±100 for the full control effect
# Target sequence (Q9NR56 whole entry, looked up): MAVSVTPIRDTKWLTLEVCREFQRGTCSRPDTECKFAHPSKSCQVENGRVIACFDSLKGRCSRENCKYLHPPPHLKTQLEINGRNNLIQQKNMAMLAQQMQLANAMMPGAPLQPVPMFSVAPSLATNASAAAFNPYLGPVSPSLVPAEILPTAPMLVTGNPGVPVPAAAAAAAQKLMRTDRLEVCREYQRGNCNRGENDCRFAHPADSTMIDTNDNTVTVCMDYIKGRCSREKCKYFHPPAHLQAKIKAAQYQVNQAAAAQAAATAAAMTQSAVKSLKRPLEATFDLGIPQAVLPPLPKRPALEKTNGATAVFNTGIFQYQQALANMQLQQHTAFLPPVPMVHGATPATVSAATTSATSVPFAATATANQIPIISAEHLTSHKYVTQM
#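 TR-FRET readout: Ex 340 nm, 665/545 nm emission ratio, normalized to buffer-only (basal) and MBNL1-(CUG)12 controls. Complex of MBNL1-His with Biotin-(CUG)12, compounds 92 nM–58 uM, incubated 60 min at room temperature.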
# PKM2 activator: PKM2 (human) enzyme activation; P14618; purified PKM2, Kinase-Glo ATP luminescence, activation; response scale: 0% is enzyme alone, no compound; Potency, µM (titrated, usually from 57.5 µM), without a hit: top-dose activation, most hits filed as activators; hit rate 0.34% among 260,000; AID 1631; note: potency is the fitted concentration of half-maximal effect; % is set by controls: 0 for no effect and ±100 for the full control effect; nearly all actives have a fitted effect of over 55% in size
#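 hPK-M2, >95% pure; 0.1 mM ADP / 0.5 mM PEP final; imidazole pH7.2 buffer w/ 7 mM MgCl2, 50 mM KCl; 1 h RT; Kinase-Glo lum. Intermediate enzyme activity for dual inhibitor/activator qHTS.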
# USP2a inh: USP2a (human) protease inhibition; O75604; USP2 core, Ub-CHOP2 coupled fluorogenic reporter, 485/531; Potency, µM (series often up to 38.3 µM), without a hit: top-dose activity change, negative = inhibition, usual class: inhibitors; hit rate 0.01% among 330,000;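 note: potency is the fitted concentration of half-maximal effect; plate controls were DMSO wells for no effect and full inhibition by NEM control for full effect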
# Target sequence (O75604 whole entry, looked up): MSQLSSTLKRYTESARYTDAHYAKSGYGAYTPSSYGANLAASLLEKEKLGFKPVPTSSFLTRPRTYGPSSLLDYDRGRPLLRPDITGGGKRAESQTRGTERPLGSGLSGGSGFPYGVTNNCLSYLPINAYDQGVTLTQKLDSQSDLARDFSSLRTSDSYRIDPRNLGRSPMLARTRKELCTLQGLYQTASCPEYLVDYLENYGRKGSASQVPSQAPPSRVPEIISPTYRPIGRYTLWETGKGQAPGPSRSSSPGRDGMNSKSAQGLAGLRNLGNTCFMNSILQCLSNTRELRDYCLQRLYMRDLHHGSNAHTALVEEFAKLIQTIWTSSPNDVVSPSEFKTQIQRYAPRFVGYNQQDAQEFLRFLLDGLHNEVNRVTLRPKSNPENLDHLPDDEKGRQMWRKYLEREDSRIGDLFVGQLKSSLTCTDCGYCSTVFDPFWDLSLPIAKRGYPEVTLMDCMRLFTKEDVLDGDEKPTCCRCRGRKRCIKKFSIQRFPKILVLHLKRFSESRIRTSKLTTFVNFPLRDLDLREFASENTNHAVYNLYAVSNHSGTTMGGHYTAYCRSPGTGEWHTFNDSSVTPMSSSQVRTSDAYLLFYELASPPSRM
#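 Cell-free coupled assay: 10nM USP2 core preincubated 30min RT with compound in Tris-HCl pH 8.0/CaCl2/CHAPS buffer, then 25nM Ub-CHOP2 and 25nM reporter substrate; fluorescence (Ex 485/Em 531) read after 60min RT, normalized to NEM inhibition, concentration-response curves fitted.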
# Mito fusion act: inhibitors of mitochondrial division or activators of mitochondrial fusion; S. cerevisiae fusion-defective mutant growth rescue, CellTiterGlo 48 h; Potency, µM (series often up to 46.1 µM), without a hit: at the top dose growth rescue (activation), hits mostly activators; hit rate 0.23% among 320,000; AID 485298;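 note: potency is the fitted concentration of half-maximal effect; % of control where 0% means no effect; nearly all actives have a fitted effect of over 45% in size; temperature-sensitive fusion mutants such as fzo1-1 at 37 °C on non-fermentable ethanol glycerol medium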
#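 Read-out: ATP-based luminescence (CellTiterGlo, 10 min ambient) reporting growth of fusion-defective ts yeast after 48 hours at 37C on glycerol/ethanol YPEG medium in the presence of compound.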
# hERG WT inh: inhibitors of human wildtype KCNH2 potassium channel | Q12809 | activity change, % at 1.84 µM | U2OS, BacMam KCNH2, thallium flux FluxOr; active compounds read low | hit rate 0.37% among 340,000;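 active = maximum activity change below -70%; inconclusive = maximum activity change between -70% and -50%; inactive = maximum activity change above -50%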; note: % is set by controls: 0 for no effect and ±100 for the full control effect
#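 U2OS cells transduced with wild-type KCNH2 virus are loaded with FluxOr dye for 45 min, and thallium flux is measured in kinetic reads before and after stimulation buffer. Rate constants are normalized to DMSO controls.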
# BCR signal inh: blocks chronic active B-cell receptor signaling. ABC-DLBCL IkBa-CBG/CBR reporter, luminescence ratio, 4 h. Potency, µM (highest dose often 46.1 µM), for the others: top-dose ratio change, negative = lower green/red ratio, actives largely listed as inhibitors. hit rate 0.05% among 340,000; active = well fitted inhibition curve with a large enough effect in the signal ratio, with a control signal flat, not every such curve was filed as active; inconclusive = small, poorly fitted or top-dose-only effect, or effect the other way, or a change in a side signal; the % refers to the signal ratio;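 note: potency is the fitted concentration of half-maximal effect; plate controls were basal doxycycline-induced cells for no effect and cells given 10 µM MG132 for full effect; MG132 reads +100%, hits lower the ratio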
#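 TMD8 human ABC-DLBCL cells with doxycycline-inducible IκBα–green luciferase fusion and unfused red luciferase, in 0.5% FBS medium; compounds up to 46 uM, 4 h at 37C. Green/red luminescence ratio, filter-overlap corrected, fitted to concentration-response curves.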
# TSHR antag: human thyrotropin receptor antagonism. TSHR-expressing cells, TSH-stimulated cAMP HTRF, 2 h; active compounds read low. activity change, negative = inhibition, % at 11.5 µM. hit rate 0.2% among 330,000;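 active = activity change below a set negative limit, meaning inhibition stronger than a set level, cut at about -70% in these data; inconclusive = activity change between two set negative limits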; note: % is set by controls: 0 for no effect and ±100 for the full control effect
#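 Inhibition of cAMP made by TSHR-expressing cells under TSH stimulation (4nM final, EC80; 2 h, 37 deg C) is quantified with a one-step lysis HTRF kit, anti-cAMP cryptate versus cAMP-d2.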
# GALK inh: blocks human galactokinase activity; Purified GALK, Kinase-Glo residual ATP luminescence; Potency, µM (series often up to 57.5 µM), for the others: at the highest dose activity change, negative = inhibition, actives largely listed as inhibitors; AID 1868; P51570; hit rate 0.007% among 270,000; note: potency is the fitted concentration of half-maximal effect; % is set by controls: 0 for no effect and ±100 for the full control effect
#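 Human GALK (5 nM) with 35 uM ATP and 100 uM galactose in 20 mM HEPES pH 8.0, 5 mM MgCl2, 60 mM NaCl, 1 mM DTT, 0.01% BSA. After 1 h at room temperature, leftover ATP was read by Kinase-Glo Plus luminescence.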
# Active calls of the source: *; i = inactive; u = inconclusive; x = not tested or not shown; [ ] = remark or other dose. Unless noted, calls come from the whole dose curve; as a rule, active = well fitted curve in the direction sought with a large enough effect; inconclusive = small, poorly fitted or top-dose-only effect, or another doubt; inactive = no such curve, though single readings can be large; an effect the other way counts as inactive or inconclusive. An excerpt (hit frequency here may not be typical).
SMILES,Eya2 phos inh,Menin-MLL TR inh,ASM inhibitor,MBNL1 CUG block,PKM2 activator,USP2a inh,Mito fusion act,hERG WT inh,BCR signal inh,TSHR antag,GALK inh
CCOC(=O)C(=CNc1cccnc1Oc1ccc(C)c2c1CCC2)C(=O)OCC,9%,x,-9%,-3%,4%,0%,2%,-5,u,-2,1%
CC1CC(NC(=O)CCn2c(=O)oc3ccccc32)CC(C)(C)C1 (stereo not drawn),14%,-27%,-1%,2%,1%,-1%,11%,-8,4%,3,0%
COc1ccc(-c2nn(C)c(=O)c3ccccc23)cc1CNC(=O)c1ccco1,-2%,-17%,0%,8%,0%,1%,5%,4,u,-4,-2%
Nc1nc(-c2ccco2)cs1,11%,-1%,-1%,11%,6%,4%,3%,u,-2%,-9,2%
COc1ccc(C2C(C#N)=C(C)NC3=C2C(=O)CC(C)(C)C3)cc1 (stereo not drawn),-3%,8%,i,17%,8%,4%,0%,-8,6%,-2,4%
O=C(NC(=S)Nc1ccc(Cl)cc1)c1ccccc1,0%,-1%,-3%,1%,0%,0%,0%,1,u,-8,-3%
CCCCn1c(N)c(N(CCOC)C(=O)c2cc(-c3ccccc3Cl)nc3ccccc23)c(=O)[nH]c1=O,5%,x,20%,x,x,-5%,8%,1,-6%,x,x
COC(=O)NC1(C(F)(F)F)C(=O)NC(C)=C1C(=O)OC (stereo not drawn),1%,9%,5%,5%,0%,1%,-1%,-19,u,-1,0%
Oc1ccc(Br)cc1-c1cc(-c2ccco2)[nH]n1,-8%,x,-8%,0%,0%,0%,22%,9,25%,-13,0%
O=C(O)c1ccc2c(c1)CCCN2,8%,x,4%,x,-7%,0%,1%,-8,0%,6,-1%
O=C(CSc1ccccc1)Nc1ccc2c(c1)OCCO2,-5%,x,8%,0%,-4%,-1%,1%,-15,u,-1,-2%
COc1ccc2cc(C3CC(c4ccco4)=NN3S(C)(=O)=O)c(Cl)nc2c1 (stereo not drawn),2%,x,1%,x,2%,1%,0%,-21,-7%,-1,-2%
CCOC(=O)CC(NC(=O)Cc1ccc(F)cc1)c1ccccc1Cl (stereo not drawn),-8%,9%,4%,x,0%,-6%,3%,-8,1%,-4,-1%
O=C(O)[C@H]1CCC(=O)N1Cc1ccco1,16%,-9%,3%,u,0%,3%,-7%,14,0%,7,2%
COCCCNc1nc2c(c(=O)n(Cc3cccc(Br)c3)c(=O)n2C)n1C,7%,u,-16%,-6%,x,-1%,19%,-4,4%,-10,x
CC(=O)c1cccc(NC(=O)N2CCCC2C(=O)Nc2ccc3c(c2)OCO3)c1 (stereo not drawn),5%,7%,2%,4%,-4%,1%,-12%,-1,u,-5,0%
COc1ccc(C(=O)NC(C)CCn2cccn2)cc1OC1CCN(C(C)C)CC1 (stereo not drawn),-1%,x,5%,-10%,-8%,3%,-1%,3,2%,12,-2%
CCOC(=O)C(C)NC(=O)CCc1nnc2ccc(N3CCCCC3)nn12 (stereo not drawn),-7%,-17%,-2%,-2%,x,3%,-2%,3,u,-6,0%
CN1C(=O)N(C)C2(c3ccccc3)NNC(N)=NC12c1ccccc1 (stereo not drawn),-2%,x,2%,-4%,-10%,0%,-3%,1,18%,18,-1%
COc1ccc(NC(=O)CCC(=O)OC(C(=O)c2ccccc2)c2ccccc2)cc1 (stereo not drawn),21%,u,-4%,-6%,-1%,1%,1%,-1,0%,3,-2%
O=C(COC(=O)c1ccccc1F)NCc1ccc2c(c1)OCO2,5%,x,-2%,x,x,-2%,x,10,6%,-8,x
Cc1ccc(CNC(=O)C2CC3Cn4c(nc5cc(Cl)c(Cl)cc54)C3N2C)o1 (stereo not drawn),-3%,x,-3%,1%,16%,-1%,-4%,-3,-1%,0,-1%
Cc1cc2cc(CCNC(=O)c3ccc(S(=O)(=O)N4CCCC4)cc3)c(=O)[nH]c2cc1C,-5%,8%,-13%,60%[activator],3%,1%,-2%,2,0%,-77*,2%
O=C(CSc1ncn[nH]1)CSc1ncn[nH]1,1%,10%,-1%,-3%,-7%,0%,7%,-2,-1%,5,-1%
COc1ccc(-c2cc(-c3nnc(COC(=O)c4ccc(O)cc4)o3)c3ccccc3n2)cc1OC,7%,u,32%[activator],13%,3%,-1%,16%,-14,5%,-9,0%

# More entries.
SMILES,Eya2 phos inh,Menin-MLL TR inh,ASM inhibitor,MBNL1 CUG block,PKM2 activator,USP2a inh,Mito fusion act,hERG WT inh,BCR signal inh,TSHR antag,GALK inh
Cc1cnc(C(=O)Nc2ccccc2C(=O)N2CCOCC2)cn1,4%,1%,5%,5%,-1%,2%,-4%,7,-13%,1,0%
CCc1noc(C)c1C(=O)N(CC(C)C)c1c(N)n(Cc2ccccc2)c(=O)[nH]c1=O,4%,x,4%,x,x,0%,-5%,6,8%,3,x
O=S(=O)(c1ccc(N2CCOCC2)nc1)N(Cc1ccccn1)Cc1ccccn1,-7%,x,8%,-5%,-33%,6%,0%,5,0%,6,x
Cc1cc(-c2onc(C)c2C(=O)Nc2ccc(C(F)(F)F)cc2)no1,-11%,x,1%,x,-3%,0%,4%,4,7%,15,3%
COc1cc(C(=O)NCc2nnc(SCC(=O)Nc3cc(C)on3)o2)cc(OC)c1OC,-15%,-14%,4%,2%,0%,2%,5%,12,-12%,7,0%
CC(C)(CNC(=O)c1ccc(S(=O)(=O)Nc2cccc(C(F)(F)F)c2)cc1)N1CCOCC1,-3%,x,0%,x,x,-3%,-1%,-7,4%,15,x
O=C(NCC1CCCO1)c1ccc(NC(=O)C2CC=CCC2C(=O)O)cc1 (stereo not drawn),x,6%,0%,-3%,-5%,x,0%,0,x,x,0%
COc1ccc(NS(=O)(=O)c2ccc(N3CCCCC3)c(N)c2)cc1,2%,x,-3%,x,x,-2%,u,4,2%,-8,x
O=C(O)CCCC(=O)Nc1ccccc1SCCS(=O)(=O)c1ccc(Cl)cc1,8%,4%,-2%,6%,x,2%,5%,2,u,-4,0%
Cc1cc(Cl)ccc1OCC(=O)NCCOc1nc(N2CCCCC2)nc(N2CCOCC2)n1,15%,-13%,-2%,-3%,0%,3%,3%,-5,-2%,3,-1%
COC(=O)C1=C(CSc2nc3ccccc3s2)NC(=O)NC1c1ccc(F)cc1 (stereo not drawn),1%,1%,0%,2%,2%,1%,0%,-2,-7%,-3,x

# Source: PubChem (National Center for Advancing Translational Sciences (NCATS))
